Assay outcomes: PubChem BioAssay, several laboratories
Hep lipid drop: modulators of hepatic lipid droplet formation | AID 1656 | AML12 mouse hepatocytes, oleate lipid droplets, BODIPY imaging | actives 0.4% (n = 240,000) | inhibition, % at 6.5 µM;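 active means lipid droplet intensity inhibited by at least 50%, with more than 500 cells counted; inconclusive means wells with under 300 cells, treated as cytotoxic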
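Test system: AML12 mouse liver cells; schedule: overnight exposure; technique: high-content imaging of BODIPY-stained droplets and DAPI nuclei; read-out: % inhibition of corrected integrated BODIPY droplet signal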
PhoP inhibition: PhoP-dependent GFP reporter repression – Salmonella Typhimurium, primary screen (AID 1863) | S. Typhimurium PhoP-regulated promoter GFP reporter, 4 h; higher % means a stronger effect | inhibition, % at 50 µM; hits with a dose series show IC50 in µM | actives 0.16% (n = 300,000);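 active means inhibition over 29.93%, a cutoff 3 SD above the screen mean, later confirmed by dose response; inconclusive means inhibition over 29.93% but no dose response follow-up; inactive means inhibition at most 29.93% or unconfirmed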;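 further: 0% = low Mg2+ inducing control and 100% = high Mg2+ repressing control; strong numbers were not always called active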
Insulin prom up: MIN6 insulin promoter up-regulation. AID 1625. z-score at 5 µM. MIN6 insulin promoter-GFP reporter, high-content imaging; active compounds read high. actives 0.3% (n = 190,000);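 active means z-score above 3 at 5 µM with at least 500 cells counted in the well; inconclusive means wells under 500 cells, flagged as cytotoxic or low count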
Dynein transport: blocks dynein driven cargo transport along microtubules; 3617.4 mouse cells, GR-EGFP nuclear translocation imaging; test concentration mostly 20 µM; stimulated with dexamethasone, 1 µM; active compounds read low; z-score, hits read low; actives 0.47% (n = 220,000);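 active means plate z-score of nuclear minus cytoplasmic receptor signal below a set negative limit, without overly bright fluorescence or cell loss, cut at about -3.5 in these data, passing the limit was not always enough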;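 further: z-score of nuclear minus cytoplasmic ring GR-EGFP intensity difference per well; some compounds called inactive have numbers as strong as hits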
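Buffer or medium: tetracycline-free induction medium containing charcoal-stripped FBS / Reagent: dexamethasone agonist, 1.0 µM final, for 30 min / Technique: automated 10x imaging of fixed Hoechst-stained cells / Times: induction 48 h, compound 1 h, agonist 30 min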
b-catenin transl: alters nuclear translocation of beta-catenin in HeLa cells; actives 0.3% (n = 190,000); AID 1665; immunofluorescence imaging; nuclear translocation activity, % at 5 µM;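 active means nuclear translocation activity above 50% at 5 µM, with a well cell count of 50 or more; inconclusive means wells under 50 cells across six images, flagged as toxic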;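 further: per-cell ratio of nuclear to cytoplasmic median beta-catenin stain intensity; plate controls were DMSO negative control for no effect and GSK-3 inhibitor IX positive control for full effect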
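Read-out: Nuclear/cytoplasmic beta-catenin signal ratio, % activation | Assay system: Human HeLa cell line | Times: 24 h compound exposure at 37°C, 5% CO2 | Signal: Fluorescence imaging of beta-catenin antibody stain plus DAPI | Dosing: 5 µM primary, 0.02–20 µM confirmation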
T cell HTS: T cell immune modulators affecting CD8 T cell-vesicle binding; 2C CD8+ T cell-vesicle binding, flow cytometry; active compounds read low; AID 2052; calls only at 7 µM; actives 0.068% (n = 330,000);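 active means response, share of CD8 T cells binding vesicles, and their 90th percentile fluorescence all below set limits, cut at about 80% in these data, passing the limit was not always enough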
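material = purified 2C TCR transgenic mouse naive CD8+ T cells | controls = Unloaded micro-vesicles (low), QL9 vesicles with 0.7% DMSO (high) | detection = cytometric PE anti-B7-1 and Alexa647 anti-CD8 signals after 1% paraformaldehyde fixation | incubation = binding step 1.5 h, 37 °C, antibody labelling 20 min, ice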
Autophagy HCS: alters autophagy in cells | MEF GFP-LC3 puncta imaging; test concentration mostly 10 µM | calls only at 10 µM (by protocol) | actives 0.98% (n = 190,000) | AID 463193;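 active means percentage of spot-positive cells more than 3 SD above its plate mean, without a fluorescence outlier flag or 80% toxicity; inconclusive means no clear call, values can overlap the other calls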;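 further: spot-positive cell cutoff set from DMSO-treated cells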
MT stabilizer: microtubule stabilizers in HeLa cells; HeLa tubulin immunostaining HCS, 24 h; share of cells brighter than vehicle mean+2SD; % tubulin-high responders, % at 10 µM; actives 0.83% (n = 200,000);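 active means plate Z-score above 3 for both tubulin-high and condensed-nucleus cell shares, with cell loss under 80%, at 10 µM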;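 further: anti alpha tubulin signal scored within the nucleus-defined area of each cell; some results filed as inactive read as strong as hits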
CSM14.1 death rescue: protection against thapsigargin-triggered cell killing – 384-well, CSM14.1, ATP luminescence, primary screen (AID 1222); CSM14.1 thapsigargin-induced death rescue, ATP luminescence; higher % means a stronger effect; cellular ATP content (survival), % at 20 µM; hits with a dose series show EC50 in µM; 190,000 tested, under 10 active;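 active means EC50 below 50 µM in the dose-response confirmation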;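 further: death triggered by thapsigargin at about 15 µM added after 2 h compound pretreatment; cell ATP read after overnight thapsigargin exposure of roughly 18 to 22 hours; normalized against plate controls of thapsigargin alone and 5% DMSO vehicle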
Dynein transport cytoplasmic EGFP: second read-out of Dynein transport, no call of its own (marks repeat the call); z-score; measured here: cytoplasmic GR-EGFP intensity; active compounds read high
Dynein transport nuclear GR-EGFP: second read-out of Dynein transport, no call of its own (marks repeat the call); z-score; measured here: nuclear GR-EGFP intensity;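 lower value marks the stronger effect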
Dynein transport cell count: recorded beside Dynein transport, whose call it bears; z-score; measured here: cell count per field
Insulin prom up cell count: recorded beside Insulin prom up, whose call it bears; cell count; measured here: cytotoxicity, nuclei count;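 total cells summed across four imaged fields per well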
Hep lipid drop cells 6.5 µM: also measured in Hep lipid drop; calls as there; cell count; measured here: cell count, cytotoxicity flag;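 cells counted across two imaged fields per well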
b-catenin transl cell count 5 µM: recorded beside b-catenin transl, whose call it bears; cell count; measured here: cell count, cytotoxicity flag
T cell HTS vesicle-bound %: second read-out of T cell HTS, no call of its own (marks repeat the call); double positive events, %; measured here: CD8+ vesicle-bound cell fraction;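 binding gate set so that unloaded-vesicle control wells show 10% double positive cells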
MT stabilizer Hoechst-high %: further read-out of MT stabilizer, marked with its call; % Hoechst-high responders; measured here: nuclear condensation Hoechst responders;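 share of cells brighter than vehicle mean plus two SD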
MT stabilizer cytotoxicity %: also measured in MT stabilizer; calls as there; toxicity, %; measured here: cytotoxicity by cell density;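 0% = mean cell density of plate MIN control wells and 100% = no cells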
Autophagy HCS cell loss 18 h: also measured in Autophagy HCS; calls as there; toxicity, %; measured here: cell loss, nuclei count;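 cell loss after 18 h compound exposure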
* hit, by the source's call; i = inactive; ? = inconclusive; . = not tested or not shown. An unsorted share of the library; any-hit rate near 3%.

Values run as follows: T cell HTS vesicle-bound %	Insulin prom up	Dynein transport nuclear GR-EGFP	CSM14.1 death rescue	MT stabilizer cytotoxicity %	Insulin prom up cell count	MT stabilizer	MT stabilizer Hoechst-high %	Hep lipid drop	T cell HTS	b-catenin transl	Autophagy HCS	b-catenin transl cell count 5 µM	Hep lipid drop cells 6.5 µM	Dynein transport cell count	Dynein transport	Dynein transport cytoplasmic EGFP	PhoP inhibition	Autophagy HCS cell loss 18 h
#1 N#C/C(=C\c1c(N(Cc2ccccc2)Cc2ccccc2)nc2ccccn2c1=O)C(N)=O
  29.5	-0.26	0.593	-0.9%	8.3	1530	2.9	3.2	-1.5	i	0.6	i	1097	671	-1.78	0.956	-0.166	-1.4%	4.5
#2 COCCNCCCCSc1ccc(Cl)cc1
  57.6	-0.23	-1.14	-1.9%	12.4	1509	2.5	1.9	-29.9	i	-0.3	i	1474	575	1.61	-1.63	-0.3	4.4%	-8.6
#3 O=C(Cn1cc(C(F)(F)F)ccc1=O)Nc1cccc(S(=O)(=O)N2CCOCC2)c1
  29.4	0.51	0.0854	1.5%	12.1	1498	4.1	1.5	11.2	i	-2.6	i	1083	688	-0.0604	-0.0377	-0.249	-1.6%	-46.5
#4 COC(=O)CCCC1=CC2=C(c3ccccc3)C(=O)C(C)(OC(=O)C3CCCC3)C(=O)C2=CN1c1ccc(OC)cc1 (stereo unspecified)
  32.2	-0.96	0.306	.	.	966	.	.	-18.7	i	0.5	.	1174	662	-0.282	0.467	-0.662	-0.2%	.
#5 CN1CCN(c2c(F)cc3c(=O)c(C(=O)O)cn4c3c2OCN4C)CC1
  32.6	0.19	1.16	.	.	983	.	.	-2.9	i	1.1	.	1376	750	-1.08	1.37	-0.0639	0.26µM*	.
#6 CSCCC(NS(=O)(=O)c1cccs1)C(=O)NCc1ccccc1 (stereo unspecified)
  48.5	0.54	0.788	17.1%	9.0	1241	3.0	2.4	-24.6	i	-4.3	i	577	754	0.044	-0.218	-0.277	3.6%	3.4
#7 CCOC(=O)C(=CNc1cc(C)nn1-c1ccccc1)C(=O)OCC
  40.5	-0.11	1.66	-1.3%	9.5	1126	2.2	1.0	.	i	-1.6	i	895	.	-1.85	2.97	-0.0372	-4.3%	-4.9
#8 Cc1ccccc1NC(=O)c1ccccc1NC(=O)c1ccco1
  41.9	-0.16	0.465	-0.7%	6.3	1346	3.4	1.9	5.4	i	.	i	.	742	-0.0987	1.14	-0.0983	-0.2%	-0.3
#9 COc1ccc(N2CCN(c3nc4ccc(C)cn4c(=O)c3C=O)CC2)cc1
  23.7	-0.43	0.171	0.7%	9.8	1472	1.8	2.4	8.3	i	3.4	i	919	691	0.489	-0.0549	-0.283	3.9%	5.7
#10 O=C1COc2ccc(C(=O)COC(=O)c3cccnc3Cl)cc2N1
  27.5	0.64	2.4	0.5%	6.4	1196	2.2	2.4	3.0	i	-1.3	i	1074	664	-2.12	2.45	-0.13	-2.6%	-9.6
#11 CCCc1nc(N2CCN(S(=O)(=O)c3ccc(Cl)cc3)CC2)c2c(C)c(C)sc2n1
  36.6	-0.25	0.526	5.4%	2.8	1503	2.4	2.2	10.4	i	0.5	i	994	754	-0.732	1.59	-0.213	1.0%	4.6
#12 CN(Cc1ccccc1)C(=O)C1CCN(S(=O)(=O)c2cc([N+](=O)[O-])ccc2Cl)CC1
  58.5	2	0.0931	-2.0%	8.9	1573	6.7	1.7	-15.8	i	-0.6	i	1051	712	-0.352	0.406	-0.0277	19.3%	19.4
#13 Cc1ccc(C(c2nnnn2C2CCCC2)N2c3ccccc3CC2C)cc1 (stereo unspecified)
  6.3	-0.01	-0.218	0.5%	11.3	1508	3.0	2.3	-60.0	i	-3.3	i	1036	643	0.0349	-0.469	-0.217	27.9%	-5.5
#14 Cc1cc(CN(C)Cc2c(C(=O)N3CCCCCCC3)nc3ccc(Cl)cn23)n[nH]1
  59.9	-0.65	0.208	-1.6%	4.2	1300	1.7	1.3	19.4	i	-1.3	i	1211	677	0.631	0.189	-0.324	1.6%	-24.5
#15 O/N=C1\CCCc2c1nc(-c1ccccc1F)n2O
  33.8	.	-0.396	.	.	.	.	.	13.8	i	1.2	.	1401	623	1.36	-1.57	-0.256	-2.4%	.
#16 CCCn1nnnc1SCC(=O)NNC(=O)C1CCCCC1
  .	.	-0.141	-0.4%	7.3	.	1.4	1.6	.	.	.	i	.	.	-0.202	-0.0982	0.983	5.4%	4.4
#17 CCCCn1c(CCNC(=O)c2cccs2)nc2ccccc21
  37.9	1.64	-0.0764	-4.4%	1.7	1231	3.5	2.6	5.1	i	-1.2	i	1112	831	0.632	-0.14	-0.162	-7.7%	-7.6
#18 CCOC(=O)c1c(NC(=S)Nc2ccc(OC)cc2)sc2c1CCCCC2
  36.0	.	-0.649	5.5%	2.6	.	2.4	2.7	-13.7	i	-0.1	i	901	476	0.714	-0.782	-0.22	-6.0%	-23.2
#19 CC1=NN(c2ccc(S(=O)(=O)O)cc2Cl)C(=O)C1
  38.0	-0.2	0.574	-0.6%	9.2	1367	1.6	2.4	7.7	i	-0.9	i	1097	690	-0.553	1.24	-0.262	1.2%	-3.1
#20 COc1cc(NC(=O)COC(=O)C2CC2)c(C)cc1[N+](=O)[O-]
  5.4	0.59	-0.581	4.9%	2.5	1493	1.6	2.7	0.6	i	-1.6	i	1110	501	0.7	-0.579	-0.229	-5.9%	2.1
#21 Cc1cc(C)c2nc(-c3ccccn3)cc(C(=O)NCc3ccco3)c2c1
  28.5	-0.9	-0.532	3.1%	27.1	1251	2.3	0.4	-1.6	i	-3.2	i	1180	726	-0.278	-1.46	-0.214	-1.3%	3.1
#22 CCN(CC)S(=O)(=O)c1ccc(C(=O)OCn2c(SC)nnc(C)c2=O)cc1
  51.3	?	-0.264	11.9%	8.3	.	3.1	1.4	-1.6	i	-1.5	i	516	672	-0.294	0.129	-0.25	-1.7%	8.3
#23 O=C1CCC(C(=O)OCc2c(Cl)cccc2Cl)N1 (stereo unspecified)
  15.0	-0.32	0.576	-0.3%	6.3	1298	1.3	1.1	-6.2	i	1.6	i	1208	720	0.856	-0.0615	-0.271	6.2%	-8.5
#24 CNC(=O)/C(C#N)=C/c1cccc(Oc2ccccc2)c1
  21.9	-0.23	-0.286	.	.	1120	.	.	-2.6	i	-1.0	.	1357	666	-0.124	0.0804	-0.82	0.5%	.
#25 O=C(CSc1nc(O)c(C2CCCCC2)c(=O)[nH]1)N1CCOCC1
  37.6	0.42	-0.253	-1.2%	12.5	1394	2.3	2.6	3.0	i	-1.1	i	1107	708	-0.0334	-0.223	-0.282	-6.1%	-7.5
#26 CCn1c(=O)c([N+](=O)[O-])c(NCCN(C)C)c2ccccc21
  27.8	0.38	1.47	-1.4%	2.1	1507	2.4	0.8	3.9	i	-1.2	i	1008	743	-1.32	1.42	-0.195	.	-10.5
#27 O=C(Nc1cccc(Cl)c1)N(CCN1CCOCC1)Cc1ccccc1F
  37.5	-0.59	0.109	-3.1%	6.7	894	1.8	1.8	-14.7	i	0.5	i	1101	756	0.35	0.0276	-0.203	11.1%	-3.0
#28 COc1cc2c(cc1OC)C(=O)NCC(C)(C)O2
  55.7	0.15	-0.322	1.2%	11.5	1094	1.3	3.5	6.1	i	.	i	.	733	-0.414	-0.493	-0.202	-2.3%	-15.8
#29 Cn1c(=O)oc2cc(S(=O)(=O)N3CCCC(C(=O)NCC4COc5ccccc5O4)C3)ccc21 (stereo unspecified)
  4.7	-0.39	-0.141	-1.0%	7.6	1686	3.3	2.3	-2.9	i	1.4	i	1045	638	0.197	-0.887	-0.209	3.2%	6.8
